# Bioassay records: PubChem BioAssay, several laboratories
# NOD2-RIPK2 inh: inhibitors of human NOD2-RIPK2 interaction; O43353; CHO BLA complementation NOD2-RIPK2, CCF4 ratio; inhibition, % at 4.98 µM; 360,000 tested, 0.38% active; in the data active means inhibition above about 21%;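 further: 0% = vehicle only and 100% = reference blocker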
# ABHD5-PLIN5 inh: ABHD5-PLIN5 protein interaction inhibition | 360,000 tested, 0.78% active | inhibition, % at 4 µM | Q00G26+Q8WTS1 | Split G. princeps luciferase complementation, luminescence, 4 h;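 active means inhibition above the mean inhibition across every tested compound plus 3 SD, cut at about 22% in these data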;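 further: 0% = DMSO only wells and the 100% control is not disclosed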
# LRH-1 inv ag: suppresses constitutive activity of human LRH-1. inhibition, % at 3.6 µM. AID 602396. 360,000 tested, 0.13% active. HEK293T StAR-luciferase reporter, LRH-1 transfected, 24 h;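 active means inhibition above the mean inhibition of all tested compounds plus 3 SD, cut at about 73% in these data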;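 further: 0% = DMSO wells and 100% = reporter-only cells lacking LRH-1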
# SRC1 inh: human NCOA1 inhibition. Q15788. HEK293 GAL4-SRC1 luciferase reporter, luminescence. inhibition, % at 3.6 µM. 360,000 tested, 0.12% active;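 active means inhibition above the campaign mean plus 3 SD, with each screening campaign given its own cutoff, cut at about 60% in these data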;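 further: 0% = DMSO treated cells and 100% = gossypol at 36 µM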
# TWEAK Fn14 block: inhibitors of TWEAK-Fn14 interaction signaling | TWEAK-stimulated Fn14 reporter cells, luciferase luminescence, 8 h | inhibition, % at 10 µM | 360,000 tested, 2% active; in the data active means inhibition above about 50%
# Exocytosis inh: blocks lytic granule exocytosis; TALL-104 LAMP-1 surface exposure, flow cytometry; cells stimulated with thapsigargin and PMA; inhibition, % at 10 µM; 360,000 tested, 0.66% active; AID 651702;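 active means inhibition above about 55%, limit read from the data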
# TLR9-MyD88 block: TLR9-MyD88 interaction inhibition. Q9NR96+Q99836. CHO BLA complementation TLR9-MyD88, CCF4 FRET ratio. inhibition, % at 4.98 µM. 340,000 tested, 0.21% active. AID 504734;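 active means inhibition above the mean over all tested compounds plus 3 SD, cut at about 21% in these data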;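 further: 0% = DMSO only wells and 100% = clavulanate BLA inhibitor control wells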
# Target sequence (Q99836 whole entry, looked up): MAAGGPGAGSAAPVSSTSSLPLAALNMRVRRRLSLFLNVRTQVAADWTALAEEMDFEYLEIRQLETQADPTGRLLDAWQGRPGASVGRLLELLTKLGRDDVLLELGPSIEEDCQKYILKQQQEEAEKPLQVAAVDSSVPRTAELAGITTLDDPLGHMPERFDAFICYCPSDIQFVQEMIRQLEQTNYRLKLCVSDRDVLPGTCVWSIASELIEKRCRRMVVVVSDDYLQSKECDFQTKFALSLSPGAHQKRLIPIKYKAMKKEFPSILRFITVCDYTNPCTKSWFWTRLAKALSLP
# Target sequence (Q9NR96 whole entry, looked up): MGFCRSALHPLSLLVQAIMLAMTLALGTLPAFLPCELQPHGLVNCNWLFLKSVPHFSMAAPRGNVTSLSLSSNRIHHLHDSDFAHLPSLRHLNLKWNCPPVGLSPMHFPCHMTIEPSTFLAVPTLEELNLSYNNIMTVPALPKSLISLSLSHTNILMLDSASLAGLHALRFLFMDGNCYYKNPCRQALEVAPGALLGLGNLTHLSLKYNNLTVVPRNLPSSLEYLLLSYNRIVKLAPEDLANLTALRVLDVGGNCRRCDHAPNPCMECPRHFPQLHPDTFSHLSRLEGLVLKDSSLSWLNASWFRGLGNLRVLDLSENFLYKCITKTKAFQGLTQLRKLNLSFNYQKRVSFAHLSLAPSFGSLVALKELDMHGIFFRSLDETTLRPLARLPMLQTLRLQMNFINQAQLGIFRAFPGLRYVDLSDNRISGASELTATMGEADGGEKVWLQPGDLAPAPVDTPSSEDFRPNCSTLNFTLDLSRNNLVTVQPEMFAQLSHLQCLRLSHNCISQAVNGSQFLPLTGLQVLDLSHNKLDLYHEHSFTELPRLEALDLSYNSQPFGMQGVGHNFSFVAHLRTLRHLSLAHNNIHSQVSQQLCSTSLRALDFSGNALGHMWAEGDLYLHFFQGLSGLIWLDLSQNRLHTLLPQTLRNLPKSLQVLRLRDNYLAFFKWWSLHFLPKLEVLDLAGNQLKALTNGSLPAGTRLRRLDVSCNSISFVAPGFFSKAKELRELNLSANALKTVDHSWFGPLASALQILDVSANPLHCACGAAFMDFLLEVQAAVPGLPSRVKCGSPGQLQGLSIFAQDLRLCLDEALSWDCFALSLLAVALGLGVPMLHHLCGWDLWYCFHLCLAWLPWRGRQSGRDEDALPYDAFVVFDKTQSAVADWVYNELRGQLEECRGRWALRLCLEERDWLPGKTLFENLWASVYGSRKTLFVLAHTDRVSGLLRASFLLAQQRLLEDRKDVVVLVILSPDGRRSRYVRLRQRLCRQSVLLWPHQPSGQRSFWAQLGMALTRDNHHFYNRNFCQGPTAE
# SRC2 inh: inhibits human steroid receptor coactivator 2 | HEK293 GAL4-SRC2 luciferase reporter, luminescence | inhibition, % at 9 µM | 370,000 tested, 0.17% active | AID 651957;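 active means inhibition above the mean inhibition of all tested compounds plus 3 SD, set per campaign, cut at about 52% in these data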;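 further: 0% = DMSO treated cells and 100% = cells given Gossypol at 36 µM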
# TROY signal inh: TROY signaling inhibition. Q293 LMP1-TROYcd NF-kB luciferase reporter, 4 h. inhibition, % at 10 µM. 360,000 tested, 0.98% active;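 active means compounds whose plate-normalised and pattern-corrected inhibition of the luciferase reporter signal at the single screening dose is 50% or more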
# COUP-TFII inh: NR2F2 (human) inhibition, primary screen. P24468. HEK293T NGFI-A luciferase reporter, luminescence. inhibition, % at 8.6 µM. 370,000 tested, 0.7% active. AID 686940;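 active means inhibition above a per-plate cutoff, mean inhibition of test wells between control levels plus 3 SD, cut at about 38% in these data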;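 further: cells cotransfected with COUP-TFII expression vector driving the NGFI-A reporter; 0% = median of COUP-TF2 test wells and 100% = reporter-only cells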
# NCOA3 inh: human NCOA3 inhibition. Q9Y6Q9. HEK293 GAL4-SRC3 luciferase reporter, luminescence. inhibition, % at 3.6 µM. 360,000 tested, 0.17% active;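 active means inhibition above a per-campaign cutoff, the mean of all compounds plus 3 SD, cut at about 60% in these data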;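 further: 0% = DMSO-treated cells and 100% = gossypol-treated cells at 36 µM; higher means less SRC3-driven luciferase light from the GAL4 reporter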
# Active calls of the source: *; / = no result given.
no. | mol | NOD2-RIPK2 inh | ABHD5-PLIN5 inh | LRH-1 inv ag | SRC1 inh | TWEAK Fn14 block | Exocytosis inh
1 | COc1ccc2c(OC)cc(=O)n(C)c2c1 | 0.6 | -4.1 | -16.5 | -10.2 | 9.3 | 6.0
2 | COc1ccc(-c2cc3cccc(OC)c3oc2=O)cc1 | 2.4 | -8.0 | -176.0 | -98.7 | 46.4 | 9.8
3 | CCCn1c(=S)[nH]c2cc(C(=O)N3CCN(c4ccccc4)CC3)ccc2c1=O | 10.8 | -11.5 | 16.8 | 2.3 | -8.7 | -18.0
4 | COCCNC(=O)C(c1ccncc1)N(Cc1ccccc1)C(=O)Cn1nnc2ccccc21 (stereo not given) | 1.3 | 2.0 | -19.0 | -17.6 | -3.0 | 0.4
5 | O=C(CSc1nc2ccccc2[nH]1)N/N=C/C=C\c1ccccc1[N+](=O)[O-] | 0.6 | -1.9 | 6.3 | -2.7 | -1.6 | 4.6
6 | COc1ccc(-c2nnn(Cc3ccccc3)n2)cc1OC | 5.1 | -1.7 | 4.7 | -19.8 | 5.7 | -11.4
7 | COC(=O)Cc1ccc(NC(=S)N2CCN(C)CC2)cc1 | -4.8 | -9.9 | -14.8 | -4.7 | -5.8 | 0.0
8 | COc1ccc(/C=C/C(=O)c2ccc3c4c(cccc24)CC3)cc1 | -6.5 | -1.2 | -4.8 | -4.5 | -9.4 | -7.4

no. | TLR9-MyD88 block | SRC2 inh | TROY signal inh | COUP-TFII inh | NCOA3 inh
1 | -0.3 | -17.4 | -1.2 | -34.3 | 10.1
2 | -6.8 | -6.8 | -8.7 | -15.7 | -110.0
3 | 2.2 | -26.3 | 13.5 | -12.8 | -1.5
4 | -7.7 | -42.0 | 7.9 | -7.5 | -12.5
5 | -3.2 | -7.1 | 2.5 | -13.5 | 21.1
6 | -8.4 | 6.2 | -12.4 | 1.1 | 5.1
7 | -8.5 | -25.4 | -8.3 | -25.3 | -4.3
8 | -0.9 | -2.6 | -19.5 | 2.4 | 6.9

# Copied from the list:
# Value for `COCCNC(=O)C(c1ccncc1)N(Cc1ccccc1)C(=O)Cn1nnc2ccccc21` (stereo not given) in NCOA3 inh: -12.5
# Value for `COC(=O)Cc1ccc(NC(=S)N2CCN(C)CC2)cc1` in TROY signal inh: -8.3

# Molecules shown so far that contain an NH in an aromatic ring, in the order listed:
no. | mol | NOD2-RIPK2 inh | ABHD5-PLIN5 inh | LRH-1 inv ag | SRC1 inh | TWEAK Fn14 block | Exocytosis inh
3 | CCCn1c(=S)[nH]c2cc(C(=O)N3CCN(c4ccccc4)CC3)ccc2c1=O | 10.8 | -11.5 | 16.8 | 2.3 | -8.7 | -18.0
5 | O=C(CSc1nc2ccccc2[nH]1)N/N=C/C=C\c1ccccc1[N+](=O)[O-] | 0.6 | -1.9 | 6.3 | -2.7 | -1.6 | 4.6

no. | TLR9-MyD88 block | SRC2 inh | TROY signal inh | COUP-TFII inh | NCOA3 inh
3 | 2.2 | -26.3 | 13.5 | -12.8 | -1.5
5 | -3.2 | -7.1 | 2.5 | -13.5 | 21.1

# Further results follow:
no. | mol | NOD2-RIPK2 inh | ABHD5-PLIN5 inh | LRH-1 inv ag | SRC1 inh | TWEAK Fn14 block | Exocytosis inh
9 | CCOC(=O)CC1(CCc2ccccc2)Oc2ccccc2O1 | -22.7 | -6.4 | -27.6 | / | / | 2.0
10 | Cc1ccc(S(=O)(=O)N2CCN(C(=O)CSc3nccn3C)CC2)cc1 | -4.3 | 4.3 | 4.4 | 4.9 | -23.3 | 0.4
11 | O=C(Oc1ccc[nH]c1=O)C1CC1 | 6.1 | -2.2 | 2.0 | -2.3 | -8.1 | 4.1
12 | CCN(CC(=O)Nc1c(F)cccc1F)C(=O)c1cccc(S(=O)(=O)N2CCCc3ccccc32)c1 | -4.8 | 7.2 | 6.5 | 0.1 | 2.3 | -3.4
13 | CCOC(=O)c1cccc2c(=O)c(C(=O)c3ccc(Cl)cc3)c(C(=O)OC)[nH]c12 | -4.7 | -4.5 | 8.5 | 5.5 | -36.0 | -3.8
14 | Cc1cc(C)cc(NC(=O)CN2CCc3ccccc3C2)c1 | -0.4 | -11.2 | -4.0 | -0.9 | -9.8 | 0.0
15 | CSc1ccc(Cn2c(C)c(C(=O)NCc3ccc4c(c3)OCO4)sc2=O)cc1 | 6.9 | -2.5 | -11.2 | -6.3 | 37.8 | 0.0
16 | O=C(CS(=O)(=O)Cc1ccccc1)NCC1CCCO1 (stereo not given) | 3.0 | 0.4 | -9.5 | -1.2 | -15.4 | 0.7

no. | TLR9-MyD88 block | SRC2 inh | TROY signal inh | COUP-TFII inh | NCOA3 inh
9 | / | 5.2 | / | 3.2 | /
10 | 2.2 | -7.5 | 60.2* | -15.1 | -2.3
11 | 1.1 | 9.2 | -8.6 | -0.4 | -17.7
12 | -3.3 | -20.1 | -1.6 | 4.9 | -0.3
13 | 0.6 | -8.3 | -1.9 | 0.5 | 19.4
14 | -6.4 | -0.5 | -2.5 | 12.8 | 12.5
15 | / | -10.1 | 32.3 | 11.5 | -8.6
16 | -7.8 | -5.2 | -2.9 | 16.8 | -6.6

# Continuation.
no. | mol | NOD2-RIPK2 inh | ABHD5-PLIN5 inh | LRH-1 inv ag | SRC1 inh | TWEAK Fn14 block | Exocytosis inh
17 | COc1ccc(C2=NO[C@@H]3[C@@H]4C[C@@H]([C@H]5C(=O)N(c6ccc7c(c6)OCO7)C(=O)[C@@H]45)[C@H]23)cc1OC | -6.3 | -1.2 | -7.1 | 12.3 | 2.8 | -2.9
18 | CCCCOc1ccc(/C=C(\C(=O)O)c2ccc(S(=O)(=O)N3CCCC3)s2)cc1 | 5.8 | -4.8 | 12.9 | -4.8 | -11.8 | -3.1
19 | Cc1cccn2c(=S)[nH]nc12 | -10.7 | -4.1 | 0.5 | -3.7 | 10.8 | 3.6
20 | CSc1ccccc1CNc1nc(NCC2CC2)nc2ccsc12 | -0.3 | 9.5 | 36.6 | 2.0 | 28.9 | 12.0

no. | TLR9-MyD88 block | SRC2 inh | TROY signal inh | COUP-TFII inh | NCOA3 inh
17 | 6.8 | 16.5 | 10.6 | 2.2 | 11.2
18 | -7.8 | -26.7 | -10.8 | 14.8 | 12.6
19 | -15.1 | -34.0 | -17.9 | 12.7 | 8.4
20 | / | 19.7 | 51.5* | 52.8* | 5.8

# 4 of the compounds above, bar-delimited:
no. | SMILES | NOD2-RIPK2 inh | ABHD5-PLIN5 inh | LRH-1 inv ag | SRC1 inh | TWEAK Fn14 block | Exocytosis inh | TLR9-MyD88 block | SRC2 inh | TROY signal inh | COUP-TFII inh | NCOA3 inh
20 | CSc1ccccc1CNc1nc(NCC2CC2)nc2ccsc12 | -0.3 | 9.5 | 36.6 | 2.0 | 28.9 | 12.0 | / | 19.7 | 51.5* | 52.8* | 5.8
18 | CCCCOc1ccc(/C=C(\C(=O)O)c2ccc(S(=O)(=O)N3CCCC3)s2)cc1 | 5.8 | -4.8 | 12.9 | -4.8 | -11.8 | -3.1 | -7.8 | -26.7 | -10.8 | 14.8 | 12.6
19 | Cc1cccn2c(=S)[nH]nc12 | -10.7 | -4.1 | 0.5 | -3.7 | 10.8 | 3.6 | -15.1 | -34.0 | -17.9 | 12.7 | 8.4
17 | COc1ccc(C2=NO[C@@H]3[C@@H]4C[C@@H]([C@H]5C(=O)N(c6ccc7c(c6)OCO7)C(=O)[C@@H]45)[C@H]23)cc1OC | -6.3 | -1.2 | -7.1 | 12.3 | 2.8 | -2.9 | 6.8 | 16.5 | 10.6 | 2.2 | 11.2

# An excerpt; rates above refer to the full screens.
